Assay outcomes: PubChem BioAssay, several laboratories
HePTP inhibitor: inhibitors of human HePTP phosphatase; P35236; recombinant HePTP phosphatase activity, OD absorbance; inhibition, % at 20 µM; 110,000 tested, 0.64% active; AID 521; in the data active = inhibition above about 50%;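 also: plate controls were vehicle for no effect and reference inhibitor for full effect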
Target sequence (P35236 whole entry, looked up): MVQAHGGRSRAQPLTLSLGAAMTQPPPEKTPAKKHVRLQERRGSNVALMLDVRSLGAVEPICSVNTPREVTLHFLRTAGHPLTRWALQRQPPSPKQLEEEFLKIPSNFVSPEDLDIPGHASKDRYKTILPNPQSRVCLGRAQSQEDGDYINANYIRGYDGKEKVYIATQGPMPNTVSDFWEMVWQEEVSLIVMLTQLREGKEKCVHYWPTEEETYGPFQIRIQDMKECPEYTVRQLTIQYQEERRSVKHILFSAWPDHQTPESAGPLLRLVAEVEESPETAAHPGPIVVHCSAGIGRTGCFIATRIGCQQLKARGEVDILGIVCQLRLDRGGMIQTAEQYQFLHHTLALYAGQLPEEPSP
BAP1 inh: blocks human BAP1 ubiquitin-AMC hydrolysis; recombinant BAP1, Ub-AMC hydrolysis fluorescence kinetic; hits give low values; activity remaining (% of control), % at 20 µM; 72,000 tested, 0.48% active; AID 436;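 active = activity remaining at or below 50% of control, provided the compound also passes the data quality filters; inactive = the rest, including low values that fail the filters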;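 also: 100% = DMSO wells rate and 0% = substrate alone blank rate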
Target sequence (Q92560 whole entry, looked up): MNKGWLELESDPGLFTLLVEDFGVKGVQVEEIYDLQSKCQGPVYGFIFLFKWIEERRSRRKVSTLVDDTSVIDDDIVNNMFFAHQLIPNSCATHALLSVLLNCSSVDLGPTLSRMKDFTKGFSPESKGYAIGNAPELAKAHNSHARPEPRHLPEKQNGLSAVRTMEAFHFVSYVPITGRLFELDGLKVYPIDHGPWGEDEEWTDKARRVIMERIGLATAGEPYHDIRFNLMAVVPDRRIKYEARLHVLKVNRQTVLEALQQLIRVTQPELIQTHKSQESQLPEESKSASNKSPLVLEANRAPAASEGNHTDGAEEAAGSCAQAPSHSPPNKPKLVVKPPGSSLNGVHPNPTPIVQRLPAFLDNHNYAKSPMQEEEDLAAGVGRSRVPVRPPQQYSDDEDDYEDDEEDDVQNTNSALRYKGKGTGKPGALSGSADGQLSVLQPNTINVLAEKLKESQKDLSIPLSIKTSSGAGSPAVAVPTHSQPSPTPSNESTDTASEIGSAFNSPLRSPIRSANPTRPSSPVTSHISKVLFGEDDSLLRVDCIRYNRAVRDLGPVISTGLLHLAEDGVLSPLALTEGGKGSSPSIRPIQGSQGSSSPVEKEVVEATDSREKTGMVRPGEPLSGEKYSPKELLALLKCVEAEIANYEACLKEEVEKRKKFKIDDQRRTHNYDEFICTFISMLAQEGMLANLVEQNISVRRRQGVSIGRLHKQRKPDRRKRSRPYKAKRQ
Active calls of the source: *; . = no result given; & = joins results of further samples.

SMILES | HePTP inhibitor | BAP1 inh
COc1ccccc1C1C2CCCCC2(O)CCN1CC(=O)Nc1ccccc1 (stereo not drawn) | -0.8 | 77.1
CCOc1cc(/C=C2/SC(=Nc3ccc(Cl)cc3)NC2=O)ccc1O | 2.6 | .
Cn1c(=O)[nH]c(=O)c2c1nc(SCCN1CCOCC1)n2Cc1ccccc1 | . | 52.9
COc1ccc(C(CC(=O)NC(C)(C)C)n2cccc2)cc1 (stereo not drawn) | -11.2 | 103.4
CCOc1ccc(N2C(=O)NC(=O)/C(=C\c3ccc(OC)cc3C)C2=O)cc1 | 1.3 | .
N#Cc1cccc2c1-c1ccccc1/C2=N\NC(N)=O | -3.0 | .
Cn1c(C(=O)N2COCC2(C)C)cc2c(=O)n3ccccc3nc21 | -0.1 | .
COCCn1c(=O)[nH]c2cc(C(=O)OC)ccc2c1=O | 4.3 | .
O=C1CCCc2nc(N3CCCCC3)sc21 | -9.6 | 84.8
CCSc1nnc(NC(=O)Cc2ccc(OC)c(S(=O)(=O)N3CCOCC3)c2)s1 | -8.3 | 117.7
CC1(C)Oc2ccc(C(=O)NC3CCCC3)cc2N(CC(=O)NC2CCCCC2)C1=O | 4.5 | 90.3
Cc1cc(C)cc(N(CC(=O)NCc2ccco2)C(=O)CCC(=O)Nc2ccccn2)c1 | 7.4 | 102.2
Cc1cc(O)c(-c2cc(C(=O)Nc3ccc(S(=O)(=O)N4CCOCC4)cc3)[nH]n2)cc1C | -8.5 | 56.0
COc1ccc(/C=C/C(=O)Nc2ccc(I)cc2Cl)cc1 | -3.3 | .
COc1ccccc1CC(=O)Nc1ccc(-c2nnc(-c3ccco3)o2)cc1 | 7.9 | .

Retrieved by structure from the entries so far, two records:
SMILES | HePTP inhibitor | BAP1 inh
O=C1CCCc2nc(N3CCCCC3)sc21 | -9.6 | 84.8
COc1ccccc1C1C2CCCCC2(O)CCN1CC(=O)Nc1ccccc1 (stereo not drawn) | -0.8 | 77.1

The list goes on:
SMILES | HePTP inhibitor | BAP1 inh
Cc1sc2nc(-c3ccco3)oc(=O)c2c1C | 6.0 | .
O=C(/C=C/Nc1ccc(F)cc1)c1ccco1 | 9.3 | 83.7
c1ccc(CNn2c(CN3CCOCC3)nc3ccccc32)cc1 | 8.7 | .
COC(=O)c1ccc(NC(=O)CN(C2CCCCC2)S(C)(=O)=O)cc1 | -1.8 | 146.0
COc1cc(/C=c2\sc3nc4cc(C)c(C)cc4n3c2=O)ccc1OCc1ccc(C)cc1 | -6.0 | .
O=[N+]([O-])c1ccccc1N/C(=N/S(=O)(=O)c1ccccc1)c1ccccc1 | 2.2 | .
Cc1cc(C)c(C#N)c(SCc2ccc(Br)cc2)n1 | 7.3 | .
O=C(c1cc2nc(-c3ccccc3)cc(C(F)(F)F)n2n1)N1CCOCC1 | 1.5&-8.4 | 93.2
CCCCC(=O)Nc1ccc(Cl)cn1 | -14.5 | 97.5
O=c1[nH]c2ccccc2cc1/C=N\Nc1nc(-c2ccccc2)c2cc(Cl)ccc2n1 | 7.7 | .
Cc1nc(SCCO)c2oc3ccccc3c2n1 | 3.9 | 129.9
Cc1nnc(NC(=O)CSc2nnc(Cc3cccn3C)n2-c2cccc(C)c2C)s1 | 8.0 | 92.2
CCOc1ccccc1-c1nc(-c2ccc(NC(=O)c3ccc(Br)o3)cc2)no1 | 2.6 | .
COc1cc(NC(=O)CN2CCN(S(=O)(=O)c3ccc(C(C)C)cc3)CC2)cc(OC)c1 | 1.5 | 52.6
O=c1[nH]c(SCc2cccc3ccccc23)nc2ccccc12 | -3.0 | .

Entries from the list above with a Cl atom, in the order listed:
SMILES | HePTP inhibitor | BAP1 inh
CCOc1cc(/C=C2/SC(=Nc3ccc(Cl)cc3)NC2=O)ccc1O | 2.6 | .
COc1ccc(/C=C/C(=O)Nc2ccc(I)cc2Cl)cc1 | -3.3 | .
CCCCC(=O)Nc1ccc(Cl)cn1 | -14.5 | 97.5
O=c1[nH]c2ccccc2cc1/C=N\Nc1nc(-c2ccccc2)c2cc(Cl)ccc2n1 | 7.7 | .

Reformatted: entries from further up
Value order – HePTP inhibitor	BAP1 inh
> CCOc1ccccc1-c1nc(-c2ccc(NC(=O)c3ccc(Br)o3)cc2)no1
  2.6	.
> COc1cc(NC(=O)CN2CCN(S(=O)(=O)c3ccc(C(C)C)cc3)CC2)cc(OC)c1
  1.5	52.6
> CCCCC(=O)Nc1ccc(Cl)cn1
  -14.5	97.5
> Cc1cc(C)c(C#N)c(SCc2ccc(Br)cc2)n1
  7.3	.
> Cc1nc(SCCO)c2oc3ccccc3c2n1
  3.9	129.9

Following part
SMILES | HePTP inhibitor | BAP1 inh
COc1ccc(Cl)cc1NC(=O)C1CSC(c2ccncc2)=N1 (stereo not drawn) | 6.4 | 99.9
O=C(O)CN1C(=O)COc2cc(S(=O)(=O)N3CCCC3)ccc21 | 3.9 | 103.0
CC(=O)Nc1ccc(NC(=O)Cn2cc3c(n2)CCCC3)cc1 | 6.3 | 82.8
NC1=NC(c2ccc(Br)cc2)n2c(nc3ccccc32)N1 (stereo not drawn) | 14.8 | 106.0
CCOc1ccc(/C=N/N2CCN(Cc3ccccc3Cl)CC2)cc1OC | 7.0 | .
COc1ccccc1CN(Cc1ccco1)S(=O)(=O)c1ccc(-n2cnnn2)c(OC)c1 | 6.1 | 118.8
COc1ccc(/C(C)=N/NC(=O)CSCc2cccc(Cl)c2)cc1OC | 0.9 | .
O=C1C2=C(c3ccccc31)[N+](=O)[C@@H]1CCCC[C@@H]1N2[O-] | 5.2 | 179.6
COc1ccc(CCN2C(=O)CC(Nc3ccc(N4CCOCC4)cc3)C2=O)cc1OC (stereo not drawn) | 7.7 | 128.3
Cc1ccc(OCCCN2CCN(C)CC2)c(C(C)(C)C)c1 | -0.9 | .
O=C(COc1ccc(Cl)cc1)NC1=NN(c2ccccc2)C(=O)C1 | 0.3 | .
CCOC(=O)c1c(C)oc2cc(Br)c(OC(=O)c3ccco3)cc12 | . | 172.0
COc1cc(C(=O)N/C(=C/c2ccc(Br)cc2)C(=O)NCCC(=O)O)cc(OC)c1OC | -11.6 | .
CC(=O)c1cccc(N2C(=O)C3C4C=CC(C4=C(C)C)C3C2=O)c1 (stereo not drawn) | -6.3 | .
COc1ccc(NC(=O)/C(C#N)=C\c2cc(C)n(-c3ccc(Cl)c(Cl)c3)c2C)cc1 | 1.2 | .
O=C(Nc1ccc(Br)cc1)C1CCCC1 | 5.6 | .
CN1CCc2c(sc3nc(SCC(N)=O)n(-c4ccccc4)c(=O)c23)C1 | 0.4 | .
COc1ccccc1NC(=O)Cc1noc(CSc2cc(C)c3ccccc3n2)n1 | 3.9 | 63.6
Cc1ccc2nc(-c3cc(NC(=O)COc4ccccc4)ccc3OC(=O)COc3ccccc3)oc2c1 | -4.5 | .
COc1ccc(C)cc1S(=O)(=O)N(CC(=O)O)c1ccc(F)cc1 | -8.7 | 107.1
COc1ccc(C(=O)NCCn2ccc3ccccc32)cc1 | 10.4 | 103.9
C=CCSc1nnc(NC(=O)CSc2ccccn2)s1 | -2.5 | 80.8
COc1cccc(C(=O)Nc2nc(-c3ccc(S(=O)(=O)N4CCOCC4)cc3)cs2)c1 | -0.9 | .
COc1cc(C(=O)N2CCC(NC(=O)C(Cc3ccccc3)NC(C)=O)CC2)cc(OC)c1OC (stereo not drawn) | -9.5 | 111.3
CCOC(=O)c1cc2occc2n1CC(=O)NC1CCCCC1C (stereo not drawn) | -4.0 | 103.1
CCC1CCc2c(sc(NC(=O)Nc3ccccc3)c2C(N)=O)C1 (stereo not drawn) | 8.2 | .
CCn1c2ccccc2c2cc(CN3CCN(C(=O)c4ccco4)CC3)ccc21 | -7.5 | 88.4
O=C(c1cc(-c2ccc3c(c2)OCO3)on1)N1CCN(c2ccc(F)cc2)CC1 | 6.2 | 91.6
Cc1sc(NC(=O)NC2CCCCC2)nc1-c1ccccc1 | -4.3 | .
O=C(COc1ccccc1)c1cn(CC(=O)N2CCOCC2)c2ccccc12 | 1.9 | 129.2
O=C(c1ccc(F)cc1)c1ccc(NS(=O)(=O)c2ccc(Cl)cc2)cc1 | 5.9 | .
CC(C)N(C(=O)CSc1nnc(CN2CCCCCC2=O)n1-c1ccccn1)C(C)C | 5.8 | 116.1
CCC(C)C(=O)Nc1cc(OC)c(OC)cc1C(=O)O (stereo not drawn) | 0.1 | 66.8
CCCOc1ccc(C(=O)Nc2ccc(Cl)cn2)cc1 | 12.1 | 126.8
CCCOc1ccc(NC2=CC(=O)CC(C)(C)C2)cc1 | -2.3 | 84.3
N#CC1=C(N)N(c2ccccc2)C(c2ccco2)C1(C#N)C#N (stereo not drawn) | -4.4 | 98.9
Cn1nnnc1SCc1c(Cl)cccc1Cl | 17.0 | .
CCCC(=O)Nc1c2c(nn1-c1ccc(C)cc1C)CSC2 | 0.1 | 96.5
COc1ccc(-c2csc(Nc3ccc(N)cc3)n2)cc1OC | -4.8 | .
N/C(=C/C(=O)c1ccc(Cl)cc1)C(F)(F)F | 5.8 | .
CCN(CC)S(=O)(=O)c1ccc(C(=O)OCC(=O)N2CCN(C(=O)c3ccco3)CC2)cc1 | 2.5 | .
CC1(C)C(=O)Nc2ccccc2N1C(=O)COC(=O)C12CC3CC(CC(O)(C3)C1)C2 | 14.6 | 104.8
O=S(=O)(NCC(c1ccccc1)N1CCCCC1)c1ccc(Cl)cc1 (stereo not drawn) | 7.4 | .
Cc1cccc(N/C(=N\c2nc(C)cc(C)n2)NC(=O)c2ccccc2)c1 | 6.2 | .
O=C(O)C(Cc1ccccc1)c1ccccc1 (stereo not drawn) | . | 63.4
CCN(CC)CCCNC(=O)c1ccc(Cl)cc1 | -14.6 | .
CC(=O)c1c(N2CCOCC2)nc(=S)n(Cc2ccccc2)c1C | 9.6 | 114.0
CCN1C(=O)C=CC1=O | . | 90.9
COc1ccccc1OCCSc1nnc(C)n1-c1ccccc1 | 5.9 | 102.2
CCOC(=O)N1CCN(C(=O)c2cnn3c(C)c(Cc4ccc(C)cc4)c(C)nc23)CC1 | 7.5 | 91.2
CC(=O)Nc1cnc2ccccc2n1 | 5.9 | 82.1
CC1=C(C(=O)NCc2ccccc2)C(c2cccnc2)n2ncnc2N1 (stereo not drawn) | -3.1 | 102.0
COc1ccc(N2CCN(c3nc4c(c(=O)n(C)c(=O)n4C)n3Cc3ccccc3)CC2)cc1 | -8.0 | 106.7
CC(C)C1=NN2C(=N)/C(=C/c3ccc(-c4ccc([N+](=O)[O-])cc4)o3)C(=O)N=C2S1 | 78.7* | .
COc1ccc(C(=O)Nc2ccc(-c3ccc(C)o3)cc2)cc1S(=O)(=O)N1CCOCC1 | -10.2 | 135.9
CC(C)CC(OC(=O)c1cccs1)C(=O)NCc1cccs1 (stereo not drawn) | -10.1 | 121.3
COC(=O)CSc1nc(C)cc(C)n1 | 10.1 | .
COc1ccc(CNc2nc3nc(-c4ccccc4)cc(=O)n3[nH]2)cc1OC | 14.6 | 61.6
CCS(=O)(=O)Nc1ccc2c(c1)N(C(C)=O)c1ccccc1CC2 | 8.6 | 91.5
CCOC(=O)c1sc(NC(=O)CSc2nc(-c3ccco3)cc(C(F)(F)F)n2)c(C#N)c1C | 8.6 | 110.2

Continued.
SMILES | HePTP inhibitor | BAP1 inh
O=C(COc1ccc(Br)cc1)Nc1ccc2c(c1)OCO2 | 2.5 | .
COc1ccccc1-n1c(SCC(=O)N2CCCC2)nc2cccnc21 | -2.1 | 99.3
COc1c(Cl)cc(C(=O)Nc2cccc3ccccc23)cc1Cl | 4.7 | .
CCSc1nnc(NC(=O)C2CC=CCC2C(=O)O)s1 (stereo not drawn) | 18.5 | .
O=C(c1cccc(S(=O)(=O)NCCOc2ccccc2)c1)N1CCN(c2ncccn2)CC1 | 5.6 | 79.5
Cc1oc(-c2ccccc2)nc1C(=O)OCC(=O)NC(=O)NCC(C)C | -4.8 | 91.4
NC(=O)Cn1c(S(=O)(=O)Cc2ccccc2)nc2ccccc21 | . | 68.6
O=C1CC(N2CCC(C(=O)N3CCCCC3)CC2)C(=O)N1 (stereo not drawn) | 9.2 | 100.1
Fc1cccc(Cl)c1COc1ccc(/C=N/n2cnnc2)cc1 | -7.3 | .
COc1ccc(-c2nc(CS(=O)(=O)CC(=O)Nc3ccc(Cl)cc3)c(C)o2)cc1 | 6.4 | 85.4
Cc1ccc(-c2csc(NC(=O)C3C4CCC(C4)C3C(=O)O)n2)cc1C (stereo not drawn) | -6.5 | .
COc1ccc(NC(=O)CN(c2ccc(C)cc2)S(C)(=O)=O)c(OC)c1 | -14.3&-10.4 | 92.2
CCCN(CC1CC1)c1nc(C)nc(Nc2c(Cl)cc(Cl)cc2Cl)c1Cl | . | 75.6
O=C(CCCn1c(=O)oc2ccccc21)Nc1cccnc1 | 5.9 | .
CCOC(=O)N1CCC2(CC1)CC(=O)c1c(ccc3oc(C(=O)O)c(C)c13)O2 | -4.4 | .
[O-][n+]1onc2c1CCc1nnccc1-2 | 0.3 | 70.7
COc1ccccc1OCCOc1ccccc1OC | 6.9 | .
COC(=O)c1oc2ccc(Br)cc2c1NC(=O)c1ccccc1 | 6.0 | 54.0
CCOC(=O)C1=C(O)/C(=C\c2ccc(OC)cc2)N=C1/C=C/N(C)C | -19.3 | .
COC(=O)c1ccccc1NC(=O)CSc1ccccn1 | 5.7 | 95.2
C=CCN1C(=O)/C(=C\c2cc(OC)c(O)c([N+](=O)[O-])c2)C(=O)NC1=S | 16.8 | .
O=C(CC1Sc2ccccc2NC1=O)Nc1ccc(I)cc1 (stereo not drawn) | 1.3 | .
Cc1cc(C)c(/C(O)=C/c2nc3ccccc3oc2=O)c(C)c1 | 0.4 | .
O=C(NNC(=O)c1ccc2c(c1)OCO2)NC1CCCCC1 | 5.0 | .
COc1cc(/C=N/n2cnnc2)ccc1Oc1ccc(C(F)(F)F)cc1[N+](=O)[O-] | 0.0 | .
CCC(C)NC(=O)CCCCCn1c(=O)[nH]c2cc(OC)c(OC)cc2c1=O (stereo not drawn) | 7.3 | .
C=CCOC(=O)C1=C(C)NC(=O)NC1c1ccc(Cl)cc1 (stereo not drawn) | 9.3&6.9 | 91.7
COc1ccc(C(=O)Nc2ccc(NC(C)=O)cc2)cc1[N+](=O)[O-] | 5.9 | .

Compounds as they come; any-hit rate near 0.95%.
